# bIAP inhibitor: bovine intestinal alkaline phosphatase inhibitors, primary screen, selectivity assay for TNAP inhibitor project, biochemical, bovine IAP, CDP-star luminescence | purified bovine IAP, 30 min | alkaline phosphatase, intestinal [Bos taurus] | inhibition, % at 20 µM | AID 1019, 2008 | 190,000 tested, under 10 active;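 active means over 50% inhibition of intestinal alkaline phosphatase at 20 µM in the single-dose screen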
#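 System: purified bovine intestinal alkaline phosphatase (IAP) enzyme; Input: IAP diluted 1/65,000,000 in the well; Measured by: CDP-star luminescence signal; Compound dosing: 20 µM single dose; Incubation: 30 min reaction at room temperature.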
# TNAP act hiacc: TNAP activators at high phosphate acceptor level, primary screen, biochemical, luminescence, uHTS | activation factor at 20 µM | Alkaline phosphatase, tissue-nonspecific isozyme (Homo sapiens), P05186 | purified TNAP, CDP-star luminescence, 1 M DEA, 30 min; hits give high values; 0 = EDTA background, 1 = DMSO-only activity | 200,000 tested, under 10 active;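 active means activation factor at least 2 at 20 µM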
# Target sequence (P05186 whole entry, looked up): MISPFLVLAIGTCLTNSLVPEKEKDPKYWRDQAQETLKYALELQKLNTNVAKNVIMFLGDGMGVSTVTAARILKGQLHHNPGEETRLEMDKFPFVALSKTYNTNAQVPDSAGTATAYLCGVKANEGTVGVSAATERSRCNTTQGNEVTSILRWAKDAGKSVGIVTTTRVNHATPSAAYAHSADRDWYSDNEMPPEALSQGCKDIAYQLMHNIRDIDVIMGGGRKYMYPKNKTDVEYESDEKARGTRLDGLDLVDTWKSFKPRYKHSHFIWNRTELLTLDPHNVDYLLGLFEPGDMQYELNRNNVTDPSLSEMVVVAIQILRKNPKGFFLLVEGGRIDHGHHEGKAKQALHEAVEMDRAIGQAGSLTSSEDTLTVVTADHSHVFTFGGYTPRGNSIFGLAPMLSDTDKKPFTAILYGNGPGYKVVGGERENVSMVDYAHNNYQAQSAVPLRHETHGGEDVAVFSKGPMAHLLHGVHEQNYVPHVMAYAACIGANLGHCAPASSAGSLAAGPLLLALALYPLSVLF
#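 Control set: EDTA negative control, DMSO positive control / Assay system: human TNAP / Quantity: TNAP 1/800 final / Evaluation: TNAP activation factor scaled between EDTA and DMSO control wells / Measured by: luminescent substrate turnover signal / Compound dosing: one dose, 20 µM / Times: 30 min enzyme reaction at room temperature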
# PPARg SRC-1 ag: PPARgamma agonists recruiting SRC-1 coactivator, primary screen, biochemical; Peroxisome proliferator-activated receptor gamma (Homo sapiens), P37231; PPARgamma-SRC-1 coactivator recruitment biochemical assay; activation, % at 8 µM; 200,000 tested, 0.41% active; AID 631, 2007; in the data active means activation above about 19%;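 further: 0% = DMSO and 100% = reference agonist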
# Target sequence (P37231 whole entry, looked up): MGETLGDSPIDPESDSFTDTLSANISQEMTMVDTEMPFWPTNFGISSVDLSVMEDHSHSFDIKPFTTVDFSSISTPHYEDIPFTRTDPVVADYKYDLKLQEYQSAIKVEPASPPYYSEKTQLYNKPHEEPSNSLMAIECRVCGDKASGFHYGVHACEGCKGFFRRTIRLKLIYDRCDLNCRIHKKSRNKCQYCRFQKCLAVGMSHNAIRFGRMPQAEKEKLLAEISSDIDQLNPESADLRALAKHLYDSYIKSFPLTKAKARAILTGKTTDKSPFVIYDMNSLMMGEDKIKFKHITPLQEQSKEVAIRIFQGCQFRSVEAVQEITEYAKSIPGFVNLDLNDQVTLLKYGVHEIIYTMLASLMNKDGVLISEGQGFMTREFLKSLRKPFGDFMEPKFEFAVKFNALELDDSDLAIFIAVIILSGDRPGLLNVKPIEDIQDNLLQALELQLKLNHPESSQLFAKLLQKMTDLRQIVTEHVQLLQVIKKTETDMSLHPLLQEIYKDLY
# bIAP act: bovine intestinal alkaline phosphatase activators, primary screen, biochemical, bovine IAP, CDP-star luminescence; purified bovine IAP, 30 min; hits give high values; fold of DMSO-control signal, blank-subtracted; activation factor at 20 µM; AID 1016, 2008; 200,000 tested, 0.17% active;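 active means activation factor of 2 or more at 20 µM, a signal rise over negative controls twice the positive control's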
# HMGR II inh: inhibitors of E. faecalis class II HMGR, primary screen, biochemical, Enterococcus faecalis; purified E. faecalis HMGR, NADPH absorbance 340 nm kinetic; HMG-CoA reductase (Enterococcus faecalis, mvaE); inhibition, % at 10 µM; 190,000 tested, 0.41% active;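 active means inhibition above a set limit, the median over all tested compounds plus 3 SD, cut at about 9.5% in these data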;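 further: enzyme runs in reverse so mevalonate oxidation gives rising NADPH absorbance; 0% = complete reaction with DMSO and 100% = background rate lacking mevalonate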
# PPARg SRC2 recr: agonists of PPARg-SRC-2 recruitment, primary screen, biochemical, HTS; Peroxisome proliferator-activated receptor gamma (Homo sapiens), P37231; PPARgamma LBD-SRC-2 recruitment; activation, % at 8 µM; 200,000 tested, 0.34% active; AID 1032, 2008; in the data active means activation above about 22%;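 further: 0% = vehicle and 100% = reference agonist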
# TNAP inh hiacc: human TNAP enzyme inhibitors, primary screen, biochemical, luminescent, high phosphate acceptor level, uHTS; Alkaline phosphatase, tissue-nonspecific isozyme (Homo sapiens), P05186; purified TNAP, CDP-star luminescence, 1 M DEA; 200,000 tested, 0.03% active; inhibition, % at 20 µM;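 active means over 50% inhibition of tissue-nonspecific alkaline phosphatase at 20 µM in the single-dose screen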;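 further: plate controls were DMSO wells for no effect and EDTA-quenched wells as full inhibition for full effect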
# TNAP inh no acc: human TNAP enzyme inhibitors, primary screen, biochemical, luminescent, no phosphate acceptor, uHTS; 200,000 tested, 0.26% active; inhibition, % at 20 µM; Alkaline phosphatase, tissue-nonspecific isozyme (Homo sapiens), P05186; purified TNAP, CDP-star luminescence, 30 min; AID 1012, 2008;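 active means tissue-nonspecific alkaline phosphatase inhibition above about 50% at 20 µM in the single-dose screen, limit read from the data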;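 further: 0% = DMSO negative control and 100% = EDTA positive control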
# PPARg SRC3 recr: PPARgamma agonists recruiting SRC-3 coactivator, primary screen, biochemical. Peroxisome proliferator-activated receptor gamma (Homo sapiens), P37231. biochemical PPARgamma/SRC-3 coactivator recruitment assay. activation, % at 8 µM. 200,000 tested, 0.26% active; in the data active means activation above about 23%;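 further: 0% = DMSO and 100% = reference agonist; some compounds past the cut are filed as inactive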
# TR-FRET SRC-2 ct: TR-FRET signal artefacts, primary screen, artefact control for PPARgamma SRC-2 agonist project, biochemical | TR-FRET artefact counter-screen; hits give high values | TR-FRET ratio at 8 µM | 200,000 tested, 0.4% active; in the data active means TR-FRET ratio above about 2000; further: inactives centre near 1500
# * marks the source's active call; other numbers are inactive results.
# Order of values: bIAP inhibitor	TNAP act hiacc	PPARg SRC-1 ag	bIAP act	HMGR II inh	PPARg SRC2 recr	TNAP inh hiacc	TNAP inh no acc	PPARg SRC3 recr	TR-FRET SRC-2 ct
- CCCc1cc(=O)[nH]c(Nc2ccc(N3CCCCC3)cc2)n1
→ 6	1.1	2	0.9	1	3	-7	-7	-2	1504
- CC(=O)C1C(c2ccc(F)c(F)c2)NC(=O)NC1(O)C(F)(F)F (stereo not given)
→ 8	1	-2	0.9	-1	4	-2	-7	-3	1463
- Cn1c(N)c(C(=O)COC(=O)CCC(=O)c2ccc(F)cc2)c(=O)n(C)c1=O
→ -6	1	-10	1.1	-5	-5	-4	-14	0	1501
- COc1cccc(NC(=O)C2CCCN(S(=O)(=O)c3cccc4cccnc34)C2)c1 (stereo not given)
→ 9	1	-2	0.9	2	6	-1	0	0	1534
- CCCC(=O)n1nc(NCc2ccc(OC)cc2)nc1NCc1ccc(OC)cc1
→ -7	1	-5	1.1	-3	-5	-1	-11	-5	1452
- COC(=O)CN(c1ccc(C)cc1)S(=O)(=O)c1ccc2c(c1)n(C)c(=O)c(=O)n2C
→ -1	1	1	1	0	1	1	8	-3	1399
- COc1cccc(N2CCN(Cc3ccsc3)CC2)c1
→ 11	1	-1	0.9	-7	4	0	-8	5	1589
- Oc1c(C(c2ccccc2)N2CCc3ccccc3C2)sc2ncnn12 (stereo not given)
→ 6	1	-2	0.9	-4	11	3	16	18	1428
- Cc1ccc(S(=O)(=O)Oc2ccc(/C=N/NC(=O)c3nn(C)cc3[N+](=O)[O-])cc2)cc1
→ 15	1	-4	0.9	-2	8	-2	-20	6	1528
- CC(C)C[C@H](NC(=O)c1nc[nH]c1C(=O)NCc1ccccc1)C(=O)OCc1ccccc1
→ 3	1.1	11	1	0	5	-6	-15	3	1566
- O=C(CSc1nc2ccccc2[nH]1)c1ccco1
→ -4	1	7	1	-2	2	-3	-4	1	1405
- O=C(CN(C(=O)c1ccco1)c1cccc(F)c1)NCc1ccc(F)cc1
→ 2	1.1	-5	1	-1	2	-8	-11	-6	1403
- Cn1nnnc1Sc1ncnc2scc(-c3ccc(F)cc3)c12
→ -12	1	7	1.1	5	3	4	-3	0	1431
- Cc1nn(Cc2ccccc2Cl)c2sc(C(=O)NC(C)(C)C)cc12
→ 10	0.9	4	0.9	-3	7	8	-7	-7	1606
- CC(C)n1cc(CN2CCN(CCc3ccccc3)C(CCO)C2)cn1 (stereo not given)
→ -3	1.1	-6	1	0	-2	-5	-6	-3	1477
- CCOC(=O)N1CCN(c2nc(-c3cccc(OC)c3)cc(C(F)(F)F)n2)CC1
→ 7	1.1	-7	0.9	-3	-4	-6	-9	-3	1432
- C/C(=N\NC(=O)c1nn(C)cc1Cl)c1ccncc1
→ 6	1	0	0.9	-2	7	-3	-18	1	1626
- O=[N+]([O-])c1cc(/C=N/NC(=S)Nc2ccccc2Cl)ccc1Cl
→ 0	1	-4	1	-2	-1	-2	-18	-5	1424
- Cc1[nH]c2ccccc2c1N=Nc1c(C)n(C)n(-c2ccccc2)c1=O
→ 10	1	-4	0.9	-6	-4	2	-2	-4	1599
- O=C(CCSCc1cccc(Cl)c1)NC1CCCC1
→ 40	1	0	0.6	-1	9	5	-21	4	1603
- COc1ccc(NC(=O)C2C3C=CC4(CN(Cc5cccnc5)C(=O)C24)O3)c(OC)c1 (stereo not given)
→ 0	0.9	3	1	0	5	5	-7	-9	1451
- Cn1c(=O)c2cc(S(=O)(=O)NC(C(=O)Nc3cccnc3)c3ccccc3)ccc2n(C)c1=O (stereo not given)
→ -28	1.1	3	1.3	-7	11	-6	-10	6	1538
- C=CCNC(=O)Nc1ccc2nc(C)sc2c1
→ 11	1.1	8	0.9	-4	-3	-8	-11	1	1503
- CC1=NNC(=O)C1CCC(=O)N/N=C/C(Br)=C/c1ccccc1 (stereo not given)
→ -11	1	-2	1.1	-4	-1	3	-1	7	1645
- Cc1ccc(CN2CCN(Cc3cccn3-c3ccccn3)CC2CCO)cc1 (stereo not given)
→ -10	1	2	1.1	1	2	-4	-9	-4	1475
- Cc1cc(C)n(-c2nc(NCCC(C)C)c3c4c(sc3n2)COC(C)(C)C4)n1
→ -141	1.1	-6	2.4*	3	5	-12	-77	-7	1297
- C[N+](C)(C)CCN(Cc1ccc(Cl)cc1)c1ccccn1
→ 5	1	6	1	-6	6	-3	-12	16	1635
- Cc1c(C(=O)N2CCCC2)sc(NC(=O)c2ccccc2)c1C#N
→ 15	1	-10	0.8	0	-4	-3	-12	6	1471
- COc1ccc(C)cc1-n1nnnc1SCC(=O)c1ccc2c(c1)OCCO2
→ 13	1	-9	0.9	-3	6	-2	-12	-1	3766*
- CC(=O)c1ccc(N2CCN(CC(=O)N(CC(C)C)c3c(N)n(CC(C)C)c(=O)[nH]c3=O)CC2)cc1
→ -12	1	-8	1.1	-1	3	-2	1	-2	1663
- CCCCn1cnc2c1c(=O)n(CC(=O)c1cc(C)n(C)c1C)c(=O)n2CC(C)C
→ -7	1.1	3	1.1	1	5	-7	-8	-5	1481
- COc1nnc(-c2ccc(N3CCCCC3)c(NC(=O)C3CCCCC3)c2)c2ccccc12
→ -6	1	-4	1.1	-5	2	-1	-2	-1	1679
- COc1ccc(OC)c(NC(=O)c2ccc3nc(-c4ccccc4)c(-c4ccccc4)nc3c2)c1
→ 17	1	4	0.8	3	2	1	-13	4	1568
- CCOC(=O)c1ccc(S(=O)(=O)N2CCN(CC(=O)NC(=O)NC3CCCCC3)CC2)cc1
→ -4	1	-8	1	1	3	1	-2	0	1566
- OCCC1CN(Cc2cc3c(cc2Cl)OCO3)CCN1C1CCCC1 (stereo not given)
→ -4	1	14	1	-2	3	-5	-6	3	1532
- COc1c(C)cccc1C(=O)Nc1ccc(N2CCN(S(C)(=O)=O)CC2)cc1
→ 7	1	-1	0.9	-5	-7	-4	-13	1	1502
- CCCC1=[N+](CC(=O)c2ccccc2)CCn2c(C)ccc21
→ -4	1	0	1	-2	-1	2	-4	0	1468
- CCCc1[nH]nc2c1C(c1cccc(OC)c1)C(C#N)=C(N)O2 (stereo not given)
→ 4	1	-2	1	-2	0	3	1	3	1417
- CCCc1nnc(SCC(=O)N2C(C)CCCC2C)n1CCCOC (stereo not given)
→ -8	1	-6	1.1	-4	-12	-4	10	-6	1483
- O=C(N/N=C/c1c(O)n(-c2ccccc2Cl)c(=O)c2ccccc12)c1cccnc1
→ -23	0.9	10	1.2	-3	9	5	-75	0	1625
- Cc1ccc2nc(SCc3nnc(-c4ccccc4)o3)[nH]c2c1
→ -13	1	9	1.1	-3	0	-4	-5	13	1462
- CCOC(=O)C(CCCOc1cccc(CC)c1)C(=O)OCC
→ 13	1	1	0.9	-3	9	-1	-16	-6	1651
- Cc1cc(C(=O)CSc2nnnn2C)c(C)n1-c1ccc2c(c1)OCCO2
→ -9	1	5	1.1	0	5	-1	-6	3	1575
- Cc1nc2c(C(=O)NCc3cccs3)cnn2c(C)c1Cc1ccccc1
→ 36	1	5	0.6	-2	-3	-1	-14	-2	1641
- O=C(O)CSCC(=O)N1CCN(S(=O)(=O)c2ccccc2)CC1
→ 5	1.1	-4	1	-5	2	-8	-22	2	1678
- CSc1nc(O)c(C(c2cccc([N+](=O)[O-])c2)c2c(O)nc(SC)[nH]c2=O)c(=O)[nH]1
→ -15	1	2	1.2	-2	1	-1	-1	4	1451
- COc1ccc(CCNC(=O)Cn2nnc3ccccc3c2=O)cc1
→ 27	1	8	0.7	-6	1	-2	-6	-3	1563
- CCN1CCN(CCCN(Cc2ccco2)C(=S)Nc2ccc(Cl)cc2)CC1
→ -1	1	-6	1	-5	-6	-4	-13	-5	1693
- CCCCC(=O)NNC(=S)NCc1ccccc1
→ 12	1.1	7	0.9	-5	3	-5	-120	-1	1711
- Cc1cc2ncc(-c3cccc(Cl)c3)cn2n1
→ -15	1	-4	1.1	-4	3	-2	-7	-2	1539
- C/C(=N\N1C(=O)c2ccccc2C1=O)c1cccc([N+](=O)[O-])c1
→ 8	1	-3	0.9	-1	1	0	-8	0	1429
- COc1ccc(Oc2ccccc2/C=C/C(=O)O)cc1
→ 18	1	1	0.8	-2	6	-1	-14	8	1597
- Cc1ccccc1C(=O)Nc1ccc(C(=O)N/N=C/c2ccc(F)cc2)cc1
→ 5	1	-4	0.9	-6	8	0	-3	7	1625
- CN(C)c1ccc(S(=O)(=O)NCC(=O)OCC(=O)Nc2cc(Cl)cc(Cl)c2)cc1[N+](=O)[O-]
→ 23	0.9	2	0.8	-4	-5	9	-5	1	1557
- O=C(NCCCCNC(=O)C(F)(F)F)C(F)(F)F
→ 7	1.1	2	0.9	-4	8	-6	-10	5	1644
- Cc1cc2nc3c(=O)[nH]c(=O)[nH]c3nc2c([N+](=O)[O-])c1N
→ -19	1	-1	1.2	-1	-7	5	-70	-1	1584
- COc1ccc(OC)c(NC(=O)CSc2nnc(CNC(=O)c3ccco3)o2)c1
→ -10	1	3	1.1	1	0	-2	-8	7	1789
- COc1cc(C2=NOC(C(=O)Nc3ccc(C(C)=O)cc3)C2)cc(OC)c1OC (stereo not given)
→ 12	1	6	0.9	-8	-1	-5	-18	4	1633
- C=CCn1c(CC(C)(C)C)nc2ccccc21
→ 6	1	-1	0.9	-3	-2	0	-4	-2	1521
- CCOC(=O)CSc1nnc(CNC(=O)c2ccco2)n1C
→ -2	1.1	0	1	0	2	-5	-11	-6	1693

# New compounds follow
# Order of values: bIAP inhibitor	TNAP act hiacc	PPARg SRC-1 ag	bIAP act	HMGR II inh	PPARg SRC2 recr	TNAP inh hiacc	TNAP inh no acc	PPARg SRC3 recr	TR-FRET SRC-2 ct
- Cn1c2c(c(=O)n(C)c1=O)C(NS(=O)(=O)c1ccccc1)(C(F)(F)F)C(=O)N2 (stereo not given)
→ 4	1	7	1	1	1	-2	-5	7	1505
- CCn1cc(CNC(=O)c2cc(-c3cc(OC)ccc3OC)nc3ccccc23)c(C)n1
→ 3	1	10	1	-3	0	-1	4	3	1643
- O=C(NC(=S)Nc1ccccc1C(F)(F)F)c1ccccc1F
→ 6	1	7	0.9	5	2	-4	-7	5	1519
- CCOC(=O)c1c(N)sc(C(=O)Nc2ccccc2)c1C
→ 10	1	0	0.9	0	-2	-3	-10	2	1381

# Two of the compounds above, bar-delimited.
Compound | bIAP inhibitor | TNAP act hiacc | PPARg SRC-1 ag | bIAP act | HMGR II inh | PPARg SRC2 recr | TNAP inh hiacc | TNAP inh no acc | PPARg SRC3 recr | TR-FRET SRC-2 ct
O=C(NC(=S)Nc1ccccc1C(F)(F)F)c1ccccc1F | 6 | 1 | 7 | 0.9 | 5 | 2 | -4 | -7 | 5 | 1519
CCOC(=O)c1c(N)sc(C(=O)Nc2ccccc2)c1C | 10 | 1 | 0 | 0.9 | 0 | -2 | -3 | -10 | 2 | 1381
